Source: PubChem BioAssay (Broad Institute)
RAD52 inh = inhibitors of human RAD52 DNA annealing; P43351; hit rate 0.46% among 360,000; recombinant RAD52 DNA annealing, FRET fluorescence; inhibition, % at 18.7 µM;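 active = every replicate showing at least 50% inhibition; inconclusive = mean inhibition at least 50% but not in every replicate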
DENV2 CPE = DENV2-induced cell death inhibition; CPE inhibition, % at 9.99 µM; hit rate 1.7% among 350,000; DENV2-infected cells, cytopathic effect rescue, plate reader; in the data active = CPE inhibition above about 20%, passing the limit was not always enough; inconclusive = no clear call, values can overlap the other calls; tested in BHK-21 cells;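 also: 0% = median of neutral control wells and 100% = median of positive control wells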
E-selectin induc = E-selectin induction on HUVECs; HUVEC E-selectin immunofluorescence imaging; normalized: neutral wells 0, TNF-alpha wells 100; activation, % at 7.58 µM; hit rate 0.37% among 260,000; AID 686992;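 active = mean E-selectin-positive cell signal at least 10% of the positive control, reached in at least 60% of replicates, without over 20% cell loss; inconclusive = no rule given, readout overlaps actives, possibly toxicity-flagged; inactive = the rest, including those meeting only one limit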;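 also: in these data hits start at about 27%; measured in HUVEC primary endothelial cells; signal is the percent of cells scored E-selectin positive by PE staining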
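Material: HUVEC primary endothelial cells; Amount: 3,000 cells per well; Dosing: single concentration; Medium: EGM-2 growth medium on 0.1% gelatin-coated wells; Read-out basis: percent E-selectin-positive cells; Signal: immunofluorescence imaging; Control set: TNF-alpha, DMSO.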
Casp6 inh = blocks human caspase-6 cleavage activity. purified caspase-6, Z-VEID-R110 cleavage fluorescence. inhibition, % at 12.5 µM. hit rate 0.53% among 350,000. AID 686996;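 active = mean inhibition across replicates at least about 35%, with every replicate also reaching that limit, limit read from the data; inconclusive = only one of the two criteria met; inactive = neither criterion met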;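 also: 0% = median of neutral control wells and 100% = no fluorescence left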
Target sequence (P55212 24-179 limits assumed): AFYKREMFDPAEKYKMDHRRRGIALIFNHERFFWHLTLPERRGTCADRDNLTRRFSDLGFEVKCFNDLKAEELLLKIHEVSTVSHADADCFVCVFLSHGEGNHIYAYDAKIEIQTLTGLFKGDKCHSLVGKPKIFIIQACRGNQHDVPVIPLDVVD
Target sequence (P55212 194-293 limits assumed): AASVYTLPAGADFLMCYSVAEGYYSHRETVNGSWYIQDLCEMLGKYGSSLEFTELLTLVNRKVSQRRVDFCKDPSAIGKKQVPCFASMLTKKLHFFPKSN
INS-1E GSIS act = primary screen for activators of insulin secretion dependent on glucose, INS-1E cells, GLuc reporter luminescence. INS-1E GLuc reporter insulin secretion, 2-3 h. AID 743287. activation, % at 16.6 µM. hit rate 0.61% among 370,000;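 active = lowest replicate activation of at least 40%, so every replicate reaches that level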;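 also: 0% = median of neutral control wells and 100% = median of IBMX positive control wells; some compounds called inactive have numbers as strong as hits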
XiGFP reactiv = activators of X-chromosome reactivation in mouse fibroblasts | XiGFP mouse fibroblasts, % GFP-positive cells imaging, 3 d; cells co-treated with 5-aza-dC sensitizer; scaled so ellipticine positive control = 100% | activation, % at 7.58 µM | hit rate 0.055% among 360,000 | AID 743238;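 active = mean normalized replicate activation at least 10% and every replicate at or above 10%; inconclusive = only one of the two criteria met; inactive = mean below 10% and not all replicates reach 10%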;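 also: 0% = median of on-plate neutral control wells and 100% = ellipticine 6 µM median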
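System: 68-5-11 XiGFP fibroblast line | Buffer or medium: DMEM containing 5-aza-dC | Compound: Single point | Times: Compounds 3 days, fix/stain 15 min at room temperature | Benchmarks: Positive control ellipticine, 6 µM final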
CFTR F508del cor = correctors of CFTR F508del function in bronchial epithelial cells. AID 720511. CFBE cells, YFP halide quenching; stimulated with forskolin plus potentiator P3; % fluorescence drop versus neutral controls. activity (quench increase), % at 7.58 µM. hit rate 0.36% among 350,000;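 active = mean added fluorescence quench of at least 8% versus neutral control, with both replicates also reaching 8%; inconclusive = only one of the mean or replicate conditions met; inactive = mean below 8% and not both replicates reaching 8%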;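 also: cells transiently co-express mutant CFTR-F508del with the halide-sensitive YFP; corrector assay measuring rescue of mutant channel to the surface after 24 h compound exposure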
RAD54 branch = blocks human RAD54 Holliday junction branch migration | FAM/BHQ fluorescence | hit rate 0.14% among 360,000 | inhibition, % at 10.4 µM | AID 602329 | Q92698;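 active = mean normalized replicate activity at least 40 and at least half of replicates scoring 40 or more; inconclusive = only one of the two criteria met; inactive = mean below 40 and under half of replicates reaching 40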;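 also: 0% = median of neutral control wells and 100% = median of positive control wells; inhibitors cause a drop in the FAM fluorescence signal; in these data hits start at about 50%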
Target sequence (Q92698 whole entry, looked up): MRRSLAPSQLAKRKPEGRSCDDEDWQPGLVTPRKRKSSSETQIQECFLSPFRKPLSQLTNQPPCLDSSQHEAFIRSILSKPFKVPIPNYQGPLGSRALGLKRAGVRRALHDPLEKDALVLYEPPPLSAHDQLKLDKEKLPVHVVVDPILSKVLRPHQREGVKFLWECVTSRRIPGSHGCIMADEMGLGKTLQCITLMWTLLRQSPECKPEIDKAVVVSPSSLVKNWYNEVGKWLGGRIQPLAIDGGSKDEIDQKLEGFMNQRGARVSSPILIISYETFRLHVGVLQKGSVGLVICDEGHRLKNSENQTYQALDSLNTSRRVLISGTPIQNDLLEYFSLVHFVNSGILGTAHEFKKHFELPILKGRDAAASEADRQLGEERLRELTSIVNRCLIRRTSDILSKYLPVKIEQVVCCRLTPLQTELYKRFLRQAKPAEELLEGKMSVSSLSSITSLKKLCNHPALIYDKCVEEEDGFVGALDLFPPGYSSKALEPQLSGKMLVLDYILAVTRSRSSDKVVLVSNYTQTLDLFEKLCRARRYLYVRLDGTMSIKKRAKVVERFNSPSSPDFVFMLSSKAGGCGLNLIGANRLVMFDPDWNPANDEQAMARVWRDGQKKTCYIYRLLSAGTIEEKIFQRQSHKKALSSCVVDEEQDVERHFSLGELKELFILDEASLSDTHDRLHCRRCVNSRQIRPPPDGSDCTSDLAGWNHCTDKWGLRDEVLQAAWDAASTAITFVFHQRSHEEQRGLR
The depositor's hits bear a star. Not a hit list; overall some 3.7% were active at least once.

Results for CCN1CCN(Cc2c3ccccc3cc3ccccc23)CC1 ?
RAD52 inh: 36; DENV2 CPE: 11; E-selectin induc: 0.6; Casp6 inh: -18; INS-1E GSIS act: 5; XiGFP reactiv: 0.0; CFTR F508del cor: -0.2; RAD54 branch: 32

Results for COc1ccc(CN2C(=O)c3ccccc3C2c2nnnn2C(C)C)cc1OC (centres undefined) ?
RAD52 inh: -3; DENV2 CPE: -1; E-selectin induc: -0.3; Casp6 inh: 3; INS-1E GSIS act: 24; XiGFP reactiv: 0.1; CFTR F508del cor: 2.6

How did Cc1ccc(C(=O)Nc2nc(N)n(-c3ccccc3)n2)cc1 do in these assays?
RAD52 inh: -6; DENV2 CPE: -5; E-selectin induc: 5.7; Casp6 inh: 0; INS-1E GSIS act: 2; XiGFP reactiv: -0.1; CFTR F508del cor: -1.8; RAD54 branch: 1

How did CC(=O)NCCCC[C@@H]1NC(=O)[C@H]2C[C@@H](C(=O)NCCCCCCNC(=O)CS)[C@@H](c3ccc(O)cc3)N2C1=O do in these assays?
RAD52 inh: -2; DENV2 CPE: -4; Casp6 inh: -3; CFTR F508del cor: -0.5; RAD54 branch: 0

How did COc1ccc(C)cc1NC(=O)COC(=O)c1ccc(OCc2ccc(Cl)cc2Cl)c(OC)c1 do in these assays?
RAD52 inh: 12; DENV2 CPE: -3; Casp6 inh: -1; INS-1E GSIS act: -6; XiGFP reactiv: -0.1

How did CSc1ccc(S(=O)(=O)NCC(=O)OCC(=O)N2CCCC2=O)cc1[N+](=O)[O-] do in these assays?
RAD52 inh: -12; DENV2 CPE: -3; E-selectin induc: 1.6; Casp6 inh: 5; INS-1E GSIS act: -8; XiGFP reactiv: 0.0; CFTR F508del cor: -1.8; RAD54 branch: 2

What do the screens show for `CC(=N\NC(=O)c1ccccc1)/C(=N/O)C(=O)Nc1ccccc1`?
RAD52 inh: -5; DENV2 CPE: -2; Casp6 inh: -1; INS-1E GSIS act: -6; XiGFP reactiv: 0.5; CFTR F508del cor: -1.6; RAD54 branch: -7

How did CC(C)(C)OC(=O)C[C@@H]1C/C=C\C[C@@H](CC(=O)NCCO)C(=O)N2CCC[C@H]2COC1=O do in these assays?
RAD52 inh: 1; DENV2 CPE: -10; E-selectin induc: -0.2; Casp6 inh: 1; INS-1E GSIS act: -10; XiGFP reactiv: 0.0; CFTR F508del cor: -0.2; RAD54 branch: 1

How did CCCn1nc2cc(C(=O)NCc3ccc(OC(F)(F)F)cc3)ccc2c1OCC do in these assays?
RAD52 inh: -6; E-selectin induc: -0.1; Casp6 inh: 2; XiGFP reactiv: 0.1; CFTR F508del cor: 2.0; RAD54 branch: -1

Results for C[C@H](CO)N1C[C@H](C)[C@@H](CN(C)Cc2ccc(C(=O)Nc3ccccc3N)cc2)Oc2c(NC(=O)c3cnccn3)cccc2C1=O ?
RAD52 inh: -22; DENV2 CPE: -3; E-selectin induc: 0.0; Casp6 inh: -1; INS-1E GSIS act: 10; XiGFP reactiv: -0.3; CFTR F508del cor: 0.5; RAD54 branch: 0

Results for O=C(COC(=O)/C=C/c1ccc2c(c1)OCO2)NCc1ccccc1 ?
RAD52 inh: -5; DENV2 CPE: -8; Casp6 inh: 2; INS-1E GSIS act: 2; XiGFP reactiv: 0.0; CFTR F508del cor: -2.5; RAD54 branch: -2

How did Nc1nc2c(ncn2[C@@H]2O[C@H](CNCc3ccc4ncccc4c3)[C@@H](O)[C@H]2O)c(=O)[nH]1 do in these assays?
RAD52 inh: -3; DENV2 CPE: -5; Casp6 inh: 0; XiGFP reactiv: -0.1; CFTR F508del cor: -3.4; RAD54 branch: 1

How did Cc1ccc(C)c(C(O)c2ncc(-c3ccc(Cl)cc3)[nH]2)c1 (centres undefined) do in these assays?
RAD52 inh: -6; DENV2 CPE: -8; E-selectin induc: 0.4; Casp6 inh: 5; INS-1E GSIS act: -31; XiGFP reactiv: -0.1; CFTR F508del cor: 2.5; RAD54 branch: 3

What do the screens show for `CCc1ccc(C(=O)NNC(=O)c2c(CC)noc2C)cc1`?
RAD52 inh: -13; DENV2 CPE: 37*; E-selectin induc: 0.3; Casp6 inh: 3; INS-1E GSIS act: 12; XiGFP reactiv: 0.0; CFTR F508del cor: -2.2; RAD54 branch: 11

Results for O=C(O)Cn1nnnc1SCC(=O)Nc1ccc(F)cc1F ?
RAD52 inh: -4; DENV2 CPE: 0; E-selectin induc: -0.1; Casp6 inh: -2; INS-1E GSIS act: -1; XiGFP reactiv: 0.0; CFTR F508del cor: -2.3; RAD54 branch: -14

What do the screens show for `O=C(COC(=O)CCC(=O)c1ccc(F)cc1)Nc1cccc(S(=O)(=O)N2CCOCC2)c1`?
RAD52 inh: -11; DENV2 CPE: -1; E-selectin induc: -2.5; Casp6 inh: 2; INS-1E GSIS act: -12; XiGFP reactiv: 0.0; CFTR F508del cor: 0.4; RAD54 branch: -4

How did O=[N+]([O-])c1cccc(/C=C2\CCc3cnn(C4CCS(=O)(=O)C4)c32)c1 (centres undefined) do in these assays?
RAD52 inh: -7; DENV2 CPE: 16; E-selectin induc: -0.2; Casp6 inh: -1; INS-1E GSIS act: -7; XiGFP reactiv: 0.5; CFTR F508del cor: 0.2; RAD54 branch: 0

What do the screens show for `CC(C)C[C@H]1COc2cc(Br)ccc2S(=O)(=O)N1Cc1ccc(F)cc1F`?
RAD52 inh: -6; DENV2 CPE: inconclusive; E-selectin induc: -0.1; Casp6 inh: 1; INS-1E GSIS act: -2; XiGFP reactiv: -0.1; CFTR F508del cor: 4.0

Results for Cc1ccc(C)c(S(=O)(=O)N(C)C2(C)CCS(=O)(=O)C2)c1 (centres undefined) ?
RAD52 inh: -1; DENV2 CPE: 9; E-selectin induc: -0.4; Casp6 inh: 1; INS-1E GSIS act: -2; XiGFP reactiv: 0.2; CFTR F508del cor: -2.1; RAD54 branch: -13

How did COc1ccc2[nH]c(C)c(CCNC(=S)Nc3ccccc3C)c2c1 do in these assays?
RAD52 inh: -14; DENV2 CPE: -15; E-selectin induc: 0.0; Casp6 inh: -2; XiGFP reactiv: -0.1; CFTR F508del cor: 1.9; RAD54 branch: -1

Results for CCOc1ccc(NC(=O)CS(=O)CC(=O)N(CC(=O)NC(C)(C)C)C2CCCC2)cc1 (centres undefined) ?
RAD52 inh: -8; DENV2 CPE: -3; E-selectin induc: -0.1; Casp6 inh: 3; INS-1E GSIS act: 11; XiGFP reactiv: 0.4; CFTR F508del cor: -0.9; RAD54 branch: -6

How did COc1ccc2c3c([nH]c2c1)[C@H](CO)N(Cc1cccnc1)CC31CCN(C(=O)CN(C)C)CC1 do in these assays?
RAD52 inh: 9; DENV2 CPE: 13; E-selectin induc: 0.0; Casp6 inh: 1; INS-1E GSIS act: -3; XiGFP reactiv: 0.0; CFTR F508del cor: 0.0

How did Cc1ccc(NC(=O)C(=O)NCCCN2CCOCC2)c(C)c1 do in these assays?
RAD52 inh: 3; DENV2 CPE: 11; E-selectin induc: 2.2; Casp6 inh: 0; INS-1E GSIS act: 4; XiGFP reactiv: 0.0; CFTR F508del cor: -3.4

Results for CCNC(=O)C[C@@H]1C=C[C@@H](NC(=O)C2CC2)[C@@H](CO)O1 ?
RAD52 inh: -9; DENV2 CPE: 1; E-selectin induc: -0.2; Casp6 inh: 10; INS-1E GSIS act: 6; XiGFP reactiv: -0.3; CFTR F508del cor: -4.8; RAD54 branch: -3

How did O=C(COC(=O)CCc1nc2ccccc2c(=O)[nH]1)Nc1ccccc1 do in these assays?
RAD52 inh: -160; DENV2 CPE: 4; E-selectin induc: 0.6; Casp6 inh: 2; INS-1E GSIS act: 12; XiGFP reactiv: 0.3; CFTR F508del cor: 1.2; RAD54 branch: 8

How did CCOC(=O)CCCNC(=O)CSc1nc2ccc(OCC)cc2[nH]1 do in these assays?
RAD52 inh: -23; E-selectin induc: 2.3; Casp6 inh: 6; INS-1E GSIS act: -1; XiGFP reactiv: 0.2; CFTR F508del cor: 2.5

What do the screens show for `O=C(CCNC(=O)c1ccccc1Cl)Nc1ccccc1N1CCCC1`?
RAD52 inh: -9; DENV2 CPE: -4; Casp6 inh: 1; INS-1E GSIS act: 10; XiGFP reactiv: 0.0; CFTR F508del cor: 0.7; RAD54 branch: 4

How did CCOC(=O)c1ccc(NC(=O)CNC(=O)C23CC4CC(CC(C4)C2)C3)cc1 do in these assays?
RAD52 inh: -2; DENV2 CPE: -7; Casp6 inh: 0; INS-1E GSIS act: 1; RAD54 branch: 3

How did COc1ccc(S(=O)(=O)N(C)C[C@@H]2Oc3c(NC(=O)Nc4cccc5ccccc45)cccc3C(=O)N([C@H](C)CO)C[C@@H]2C)cc1 do in these assays?
RAD52 inh: -12; DENV2 CPE: 12; E-selectin induc: inconclusive; Casp6 inh: -2; INS-1E GSIS act: 8; XiGFP reactiv: 0.0; CFTR F508del cor: -3.6; RAD54 branch: 4

What do the screens show for `O=C(C[C@H]1C=C[C@@H](NC(=O)c2ccccc2)[C@H](CO)O1)NCCc1ccncc1`?
RAD52 inh: -1; DENV2 CPE: 8; E-selectin induc: 0.1; Casp6 inh: 1; INS-1E GSIS act: 13; XiGFP reactiv: 1.7; CFTR F508del cor: -1.0; RAD54 branch: -9

Results for CCC1CCc2sc(C(=O)NCC(c3ccccc3OC)N3CCCC3)cc2C1 (centres undefined) ?
RAD52 inh: -34; DENV2 CPE: -1; E-selectin induc: 4.3; Casp6 inh: -2; XiGFP reactiv: 0.4; CFTR F508del cor: 3.1; RAD54 branch: -2

What do the screens show for `Cc1ccc(N2C(=O)N(CC(=O)Nc3ccc(F)c(F)c3)C(=O)C2C)cc1` (centres undefined)?
RAD52 inh: -11; DENV2 CPE: 4; E-selectin induc: 3.7; Casp6 inh: 3; INS-1E GSIS act: -30; XiGFP reactiv: 0.0; CFTR F508del cor: -2.2; RAD54 branch: -6

How did CCN(C(=S)Nc1cccnc1)c1ccccc1 do in these assays?
RAD52 inh: -13; DENV2 CPE: -6; E-selectin induc: -0.1; INS-1E GSIS act: 7; XiGFP reactiv: 0.5; CFTR F508del cor: -2.6; RAD54 branch: -8

What do the screens show for `C[C@@H]1CN([C@@H](C)CO)C(=O)c2cc(NS(=O)(=O)c3ccc(Cl)cc3)ccc2O[C@@H](C)CCCCO[C@H]1CN(C)Cc1ccc(C(=O)O)cc1`?
RAD52 inh: 19; DENV2 CPE: -5; E-selectin induc: 1.5; Casp6 inh: -1; INS-1E GSIS act: 28; XiGFP reactiv: 0.5; CFTR F508del cor: -2.8; RAD54 branch: 0

Results for Cc1ccc2[nH]c(=O)c(CN(Cc3cccs3)C(=S)NCC3CCCO3)cc2c1 (centres undefined) ?
E-selectin induc: 0.9; INS-1E GSIS act: -30; XiGFP reactiv: 0.1; RAD54 branch: -11

What do the screens show for `C=CCCN(Cc1ccccc1)S(=O)(=O)c1cc(Br)ccc1Br`?
RAD52 inh: 0; DENV2 CPE: inconclusive; E-selectin induc: -0.3; Casp6 inh: 4; INS-1E GSIS act: 3; XiGFP reactiv: -0.1; CFTR F508del cor: -1.3; RAD54 branch: -6
